RGS4-Gao reg: modulates binding of RGS4 to human Galphao; P09471; Multiplexed bead flow cytometry; actives lie on both sides; binding response (% of control), % at 10 µM; 0.33% of 220,000 active; AID 1415; in the data active = binding response below about 49% or above about 150%; inactive = in between;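 note: fluorescent Galphao activated with aluminum fluoride binding bead-coupled RGS4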
Target sequence (P09471 whole entry, looked up): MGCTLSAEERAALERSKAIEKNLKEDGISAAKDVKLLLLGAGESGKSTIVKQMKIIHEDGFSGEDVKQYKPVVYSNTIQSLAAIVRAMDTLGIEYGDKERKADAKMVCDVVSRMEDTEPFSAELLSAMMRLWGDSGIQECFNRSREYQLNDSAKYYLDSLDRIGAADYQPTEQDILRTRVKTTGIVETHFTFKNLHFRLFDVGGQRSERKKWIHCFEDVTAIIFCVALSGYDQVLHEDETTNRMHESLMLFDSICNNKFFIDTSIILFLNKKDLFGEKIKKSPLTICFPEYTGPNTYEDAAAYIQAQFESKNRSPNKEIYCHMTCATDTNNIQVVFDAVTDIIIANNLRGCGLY
Bcl-W Bim block: human Bim-Bcl-W interaction inhibition | Q92843 | bead-based flow cytometry, Bim peptide-Bcl-W binding | inhibition, % at 10 µM | 0.02% of 190,000 active | AID 952;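 note: 0% = bound tracer without compound and 100% = peptide blocker; higher means less fluorescent Bim peptide bound to Bcl-W beads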
Target sequence (Q92843 whole entry, looked up): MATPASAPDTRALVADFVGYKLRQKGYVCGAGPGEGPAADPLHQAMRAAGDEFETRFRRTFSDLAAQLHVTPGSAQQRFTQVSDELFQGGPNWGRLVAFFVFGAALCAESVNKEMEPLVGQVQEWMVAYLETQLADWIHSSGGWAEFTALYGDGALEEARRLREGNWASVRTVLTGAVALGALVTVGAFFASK
RGS7-Gao: human RGS7-Galphao interaction regulation; P09471; Multiplexed bead flow cytometry, RGS7-Galphao binding; actives lie on both sides; binding response (% of control), % at 10 µM; 0.35% of 220,000 active; AID 1439; in the data active = binding response below about 49% or above about 150%; inconclusive = no clear call, values can overlap the other calls; inactive = in between;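 note: fluorescent Galphao held in activated GDP-AlF4 state binding bead-coupled RGS7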
ABCB1 block: blocks JC-1 efflux by human ABCB1 transporter. AID 1326. 0.067% of 190,000 active. P08183. CCRF-Adr cells, flow cytometry. inhibition, % at 6.6 µM; in the data active = inhibition above about 40%;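 note: 0% = vehicle and 100% = reference inhibitor; higher value means more JC-1 retained so stronger ABCB1 efflux block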
Bcl-B Bim block: disrupts Bim peptide binding to human Bcl-B. bead-based flow cytometry. Q9HD36. AID 951. 0.073% of 190,000 active. inhibition, % at 10 µM;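 note: 0% = tracer peptide without compound and 100% = reference inhibitor peptide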
Bcl-2 Bim block: inhibitors of Bim-Bcl-2 interaction, human | P10415 | AID 950 | Bead-based flow cytometry, Bim peptide-Bcl-2 binding | 0.06% of 190,000 active | inhibition, % at 10 µM; in the data active = inhibition above about 40%; inconclusive = no clear call, values can overlap the other calls;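 note: 0% = no compound wells with probe peptide and 100% = reference peptide inhibitor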
Target sequence (P10415 whole entry, looked up): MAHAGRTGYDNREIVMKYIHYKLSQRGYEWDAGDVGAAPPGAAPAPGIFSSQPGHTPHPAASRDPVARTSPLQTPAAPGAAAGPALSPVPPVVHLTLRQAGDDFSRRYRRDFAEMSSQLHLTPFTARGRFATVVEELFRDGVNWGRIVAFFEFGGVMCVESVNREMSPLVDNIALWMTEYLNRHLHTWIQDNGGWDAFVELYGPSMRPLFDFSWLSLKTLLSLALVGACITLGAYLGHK
ABCG2 block: blocks JC-1 efflux by human ABCG2 transporter. Q9UNQ0. IgMXP3 cells, flow cytometry. inhibition, % at 6.6 µM. 0.1% of 190,000 active. AID 1325;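 active = inhibition above 80%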;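 note: 0% = DMSO and 100% = nicardipine control wells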
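Times: 10 min at 25 °C | Test system: Two drug-resistant human cell lines, ABCG2 and ABCB1 | Quantity: 3 million cells/mL final, two lines in 1:1 ratio | Signal: Flow cytometry, 530 nm JC-1 signal | Dosing: Compound at 6.6 µM | Controls: Nicardipine and DMSO wells | Reagent: JC-1 as fluorescent efflux pump substrate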
Avidin bead fluor: avidin bead compound fluorescence profile | 0.38% of 220,000 active | Avidin beads, compound fluorescence 488/530 nm, flow cytometry; stronger effect = higher value | fluorescence (KMESF) at 10 µM | AID 1775; in the data active = fluorescence above about 47; note: inactives centre near 10
GSH bead fluor: compound fluoresces at 488/530 nm on GSH beads | GSH beads flow cytometry, compound fluorescence 488/530 nm; stronger effect = higher value | fluorescence (KMESF) at 10 µM | 0.25% of 190,000 active; in the data active = fluorescence above about 89;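 note: glutathione beads carrying GST-tagged Bcl family fusion proteins plus one bare bead set; values are compound well signal with DMSO vehicle wells as background; inactives centre near 16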
Bfl-1 Bim block: disrupts Bim binding to human Bfl-1; inhibition, % at 10 µM; 0.12% of 190,000 active; AID 1008; Q16548; Bead-based flow cytometry, Bim-Bfl-1 binding inhibition;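 note: 0% = wells without compound plus tracer and 100% = blocker peptide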
Bim-Bcl-XL: inhibitors of Bim-Bcl-XL interaction, human; inhibition, % at 10 µM; Q07817; Bim peptide-Bcl-XL binding, bead flow cytometry, fluorescence; 0.04% of 190,000 active
Target sequence (Q07817 whole entry, looked up): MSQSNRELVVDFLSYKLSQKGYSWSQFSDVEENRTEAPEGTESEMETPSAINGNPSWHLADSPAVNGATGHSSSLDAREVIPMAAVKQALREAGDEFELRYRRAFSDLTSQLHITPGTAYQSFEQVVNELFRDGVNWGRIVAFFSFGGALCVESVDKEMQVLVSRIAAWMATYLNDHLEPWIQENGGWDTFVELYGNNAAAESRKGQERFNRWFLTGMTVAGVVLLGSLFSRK
Numbers without * were called inactive; ? = inconclusive. Cut-off read from the data, not from the text of the source, unless noted: active = inhibition above about 40%.

canonical_smiles	RGS4-Gao reg	ABCB1 block	GSH bead fluor	ABCG2 block	Bim-Bcl-XL	Bcl-2 Bim block	RGS7-Gao	Bcl-W Bim block	Bfl-1 Bim block	Bcl-B Bim block	Avidin bead fluor
Cc1ccc(-n2ncc(C(=O)Nc3ccc(Cl)cc3)c2C2CCNCC2)cc1C	109	-0.6	8	14	-1	1	106	-2	-5	-4	13
Cc1cc(NC(=O)c2cccs2)n(-c2nc3ccccc3[nH]2)n1	103	0.6	8	3	-1	-5	103	-2	-4	-3	11
CCOc1ncccc1C(=O)OCC(=O)Nc1ccc(C(C)C)cc1	104	0.1	22	2	-6	0	100	-2	-2	-4	25
CC/C(=N/O)c1cnnc(SC)n1	95	0.3	6	1	-2	0	97	-1	0	-6	7
COC(=O)c1ccc(N2OC3(C)C=CC2CC3)cc1 (stereo unspecified)	99	0.1	18	4	-17	-4	110	-14	-5	-11	7
CCOC(=O)Cn1nc(C)c(NC(=O)COc2ccc([N+](=O)[O-])c(C)c2)c1C	106	-0.1	13	0	-2	-3	98	0	-4	-2	11
Cc1ccc2cc(CCNC(=O)c3cc4ccccc4o3)c(=O)[nH]c2c1C	101	3.9	11	11	0	-7	99	-2	-11	-11	18
CC1(C)CC(=O)C=C(NCCN2CCN(C(=O)Nc3ccccc3)CC2)C1	99	0.5	51	3	4	-6	97	2	-10	-5	9
CN(C)/C=C/C(=O)c1ccccc1OCc1cnc(Cl)s1	94	-0.1	19	0	-2	-3	93	1	-3	-3	8
CN(C)C(=O)N1CCC(C(=O)NCc2ccccc2Cl)CC1	94	0.3	13	2	-2	2	94	-3	0	0	21
Clc1ccc(CNCCC2=CCCCC2)cc1	101	0.7	16	2	5	3	104	1	1	-10	33
O=C(NC(=S)Nc1ccc(S(=O)(=O)N2CCCC2)cc1)C1CC1	101	1.9	12	8	0	-3	100	0	-3	-6	10
CCNC(=O)CSc1nc(-c2ccc(F)cc2)cs1	99	1.3	11	16	2	-1	96	-1	-1	-3	5
CN1C(=O)/C(=C/c2cc(N=Nc3ccccc3)ccc2O)SC1=S	102	-1.1	30	-7	-6	-11	101	2	-12	-9	13
COc1cccc(N=c2oc3c(C)ncc(CO)c3cc2C(N)=O)c1	98	-0.2	13	-1	0	1	97	0	-1	1	38
CC(=O)N1CCc2cc(S(=O)(=O)NC(C(=O)NC3CCCc4ccccc43)C(C)C)ccc21 (stereo unspecified)	103	4.3	25	18	-6	-9	100	0	-7	-7	33
O=C(NCc1ccccn1)c1ccc(CNS(=O)(=O)c2ccc(F)cc2)cc1	91	-0.3	17	-1	-2	1	89	0	1	1	5
CCC(=O)Nc1c2c(nn1-c1ccc(F)cc1)CS(=O)C2 (stereo unspecified)	99	0.2	22	1	0	-5	101	0	-5	-3	7
Cc1ccc(O)c(C(=O)c2cnc3c(c2)c(=O)n(C)c(=O)n3C)c1	98	0.9	15	14	-4	0	94	-5	-3	-6	10
O=C(CCC(=O)NNC(=O)COc1ccccc1)NCc1ccccc1	96	0.1	8	1	0	-1	95	-3	-1	0	29
COc1ccc(OC)c(C2=NOC(C(=O)Nc3cc(C)nn3-c3ccccc3)C2)c1 (stereo unspecified)	98	1.1	14	1	-8	-9	96	-3	-11	-7	8
CN1CCN(S(=O)(=O)c2ccc(N3CCN(C(c4ccccc4)c4ccccc4)CC3)nc2)CC1	93	1.2	13	3	-2	-3	97	0	-3	-5	10
COc1ccc(S(=O)(=O)N2CCC(C(=O)NCC(c3cccs3)N(C)C)CC2)cc1 (stereo unspecified)	103	0.1	5	0	-3	1	102	1	0	0	7
O=C(N/N=C/c1ccc(N2CCOCC2)s1)c1ccccc1Br	92	0.6	24	3	-3	2	91	0	4	-10	25
Cc1cc(Cl)ccc1NC(=S)N1CCN(Cc2ccc3c(c2)OCO3)CC1	105	-0.1	24	0	-3	2	105	1	0	-5	7

Just Bim-Bcl-XL and Avidin bead fluor, for 3 of the compounds above:
structure,Bim-Bcl-XL,Avidin bead fluor
CC1(C)CC(=O)C=C(NCCN2CCN(C(=O)Nc3ccccc3)CC2)C1,4,9
CN(C)/C=C/C(=O)c1ccccc1OCc1cnc(Cl)s1,-2,8
CN(C)C(=O)N1CCC(C(=O)NCc2ccccc2Cl)CC1,-2,21

Going on with the list.
canonical_smiles	RGS4-Gao reg	ABCB1 block	GSH bead fluor	ABCG2 block	Bim-Bcl-XL	Bcl-2 Bim block	RGS7-Gao	Bcl-W Bim block	Bfl-1 Bim block	Bcl-B Bim block	Avidin bead fluor
COc1ccc(CN2CCNC(=O)C2CC(=O)N2CCCCO2)cc1OC (stereo unspecified)	100	-0.3	7	0	-2	-4	97	0	-9	0	3
O=C(Nc1nccs1)c1ccc(S(=O)(=O)N2CCOCC2)cc1	106	0.4	11	3	-1	-1	102	-3	-7	-1	12
O=C(Nc1ccnc(-c2ccncc2)n1)c1cccs1	101	0.6	15	3	0	-2	101	-1	-5	0	14
CC(=O)n1nc(-c2ccccc2)nc1NCc1ccc(F)cc1	99	0.6	14	3	0	-2	97	0	0	0	30
NC1=NC(=O)/C(=C/c2ccccc2OS(=O)(=O)c2ccc3ccccc3c2)S1	120	-0.9	8	-2	5	0	107	12	8	7	18
CCOC(=O)c1cc(-c2ccccc2)n(CC(=O)Nc2ccc(OCC)cc2)c1C	99	0.7	13	6	-5	-8	100	-4	-16	-9	12
Fc1ccc2nc3n(c2c1F)CCCCCC3	99	-2.5	22	-1	0	1	97	-1	0	-3	14
COc1ccc(OC)c(-c2nnc(SCC(=O)NC3CCCCC3)o2)c1	100	1.8	14	12	-4	-5	100	-7	-5	-6	29
CC(C)CCN1CCN(Cc2nc(-c3ccc(F)cc3)cs2)CC1CCO (stereo unspecified)	104	0.2	11	-3	-2	-6	100	-3	-7	-5	3
O=C(ON=C1CCN(S(=O)(=O)c2ccccc2)CC1)c1ccc(Cl)cc1	96	0.2	9	1	-6	-14	98	-1	-16	-11	9
CS(=O)(=O)N1N=C(c2ccc3nccnc3c2)CC1c1ccccc1 (stereo unspecified)	103	-0.2	21	0	-1	-3	102	-1	0	-2	5
CC(C)Oc1cccc(C(=O)C2CCCN(C(=O)c3noc4c3CCCC4)C2)c1 (stereo unspecified)	101	1.4	9	3	-3	-6	100	-2	-7	-1	4
Nc1nc(SCc2nc3scc(-c4ccccc4)c3c(=O)[nH]2)n[nH]1	97	0.3	10	2	-3	-8	95	1	-7	-6	9
Cc1ccc(C(=O)NCC(=O)Nc2cccc(S(=O)(=O)NC3=NCCCCC3)c2)cc1C	103	0.1	12	0	2	0	100	4	-3	-1	11
CSc1nc2[nH]c3c(c2c2nncn12)CC(C)(C)OC3	103	0.4	19	2	2	-3	99	0	-1	2	34
Cc1cc(C)c(-c2csc(NC(=O)c3cc([N+](=O)[O-])ccc3N3CCOCC3)n2)c(C)c1	107	2.2	6	10	-6	2	105	-2	0	-9	15
CNC(=O)COC(=O)[C@@H](Nc1ccc(S(=O)(=O)N2CCOCC2)cc1[N+](=O)[O-])C(C)C	102	0.0	3	4	-6	-2	100	-2	0	-6	15
Cc1ccc(-c2nc3ccccc3[nH]2)cc1NC(=O)c1ccc2c(c1)OCO2	99	0.2	25	0	-4	-2	99	0	0	-4	7
COc1cc(C(=O)Nc2ccc(OCC(=O)O)cc2)cc(OC)c1OC	101	1.4	25	17	-8	-11	101	-2	-20	-10	31
O=C(NCc1nc2ccccc2[nH]1)C1=C[C@H](C2CCCCC2)C[C@H](OCc2ccc(CO)cc2)O1	98	2.2	20	5	-3	-4	99	-2	-2	-6	6
O=C1CC(c2ccccc2)CN1C(=O)c1ccccc1 (stereo unspecified)	97	0.7	22	3	0	0	96	-3	-2	-1	36
O=S(=O)(c1cnccc1N1CCN(/N=C/c2ccc(Cl)cc2)CC1)N1CCCCC1	123	1.0	29	3	-7	-6	116	-1	0	-2	3
Clc1ccsc1-c1csc(-c2cccnc2)n1	103	0.8	11	13	-1	-7	106	0	-4	-5	10
O=C1SCCC1NS(=O)(=O)c1ccccc1[N+](=O)[O-] (stereo unspecified)	96	1.2	13	6	0	0	92	-1	0	-5	9
Cn1c(C(=O)OC(C(=O)NCC2CCCO2)c2cccnc2)cc2sccc21 (stereo unspecified)	98	1.0	23	2	1	3	103	3	-2	0	9

canonical_smiles	RGS4-Gao reg	ABCB1 block	GSH bead fluor	ABCG2 block	Bim-Bcl-XL	Bcl-2 Bim block	RGS7-Gao	Bcl-W Bim block	Bfl-1 Bim block	Bcl-B Bim block	Avidin bead fluor
COc1ccccc1NS(=O)(=O)c1ccc(C)c(C(=O)NCC2CCCO2)c1 (stereo unspecified)	102	0.4	4	0	-5	1	102	1	-8	-2	8
COc1cc(NC(=O)c2ccc(F)cc2)c(OC)cc1NC(=O)CN1CCOCC1	106	-0.1	9	3	1	-3	96	0	4	-4	5
COC(=O)c1sccc1NC(=O)CSc1ccccc1NS(=O)(=O)c1ccccc1Cl	130	0.6	51	1	-3	4	120	0	4	-4	3
O=C(Nc1ccc(Cl)c(Cl)c1)N1N=CCC1c1ccccc1 (stereo unspecified)	105	1.8	11	19	-1	-2	105	0	-4	-6	23
Cc1ccc(C2=NNC(C(O)C(O)C(O)CO)S2)cc1 (stereo unspecified)	99	-0.1	23	1	-4	-1	101	1	0	-1	10
COc1ccc(S(=O)(=O)Nc2ccc(NC(C)=O)cc2)cc1Cl	108	1.6	21	20	-4	-3	109	-1	0	1	12
CCOC(=O)Nc1ccc2c(c1)N(C(=O)CN1CCN3CCCC3C1)c1ccccc1CC2 (stereo unspecified)	102	0.7	28	4	-1	-2	100	-1	0	-6	19
COc1ccc(N2CC(O)=C(c3nc(-c4ccc(Br)cc4)cs3)C2=N)cc1	98	0.8	13	5	4	-3	?	3	-5	0	12
CC(=O)CSc1nc(C(F)(F)F)cc(=O)n1-c1ccccc1	92	0.3	14	4	-3	2	86	1	1	-1	22
COc1cc(C(c2c(C)[nH][nH]c2=O)c2c(C)[nH][nH]c2=O)ccc1OCc1ccc([N+](=O)[O-])cc1	99	0.0	58	0	0	-2	109	0	-1	-3	38
CC(C)/C=N/NC(=O)c1ccc(Cl)cc1	101	0.4	9	5	-1	0	101	0	0	-5	3
CCOC(=O)CNC(=S)N1CCn2c(nc3ccccc32)C1	100	0.0	21	6	0	0	99	2	-1	-5	10
CCOc1ccc(NS(=O)(=O)c2ccc3[nH]cc(C(=O)NC(C)CC)c(=O)c3c2)cc1 (stereo unspecified)	99	-0.4	17	-2	-1	-1	104	-1	-3	-4	26
CCOc1ccccc1/C=N/NC(=O)CNC(=O)c1ccc(S(=O)(=O)N2CCOCC2)cc1	98	0.0	11	5	-6	-10	101	-5	-14	-8	9
C=CCn1c(=N)n(CC(=O)OC)c2ccccc21	95	0.4	7	1	0	0	97	-2	-3	-3	14
COc1ccc(N2CCN(C(=O)COc3ccc4c(C)cc(=O)oc4c3)CC2)cc1	98	1.1	14	7	0	-4	105	-3	-3	0	10
